# GCN5L2 inh – qHTS Assay for Inhibitors of GCN5L2; AID 504327, 2011; 390,000 compounds, 0.21% hits; GCN5L2 HAT assay, ThioGlo1 CoA-SH fluorescence; Potency, µM (series often up to 58.9 µM), without a hit: top-dose activity change, negative = inhibition, most hits filed as inhibitors
# Target sequence (Q92830 whole entry, looked up): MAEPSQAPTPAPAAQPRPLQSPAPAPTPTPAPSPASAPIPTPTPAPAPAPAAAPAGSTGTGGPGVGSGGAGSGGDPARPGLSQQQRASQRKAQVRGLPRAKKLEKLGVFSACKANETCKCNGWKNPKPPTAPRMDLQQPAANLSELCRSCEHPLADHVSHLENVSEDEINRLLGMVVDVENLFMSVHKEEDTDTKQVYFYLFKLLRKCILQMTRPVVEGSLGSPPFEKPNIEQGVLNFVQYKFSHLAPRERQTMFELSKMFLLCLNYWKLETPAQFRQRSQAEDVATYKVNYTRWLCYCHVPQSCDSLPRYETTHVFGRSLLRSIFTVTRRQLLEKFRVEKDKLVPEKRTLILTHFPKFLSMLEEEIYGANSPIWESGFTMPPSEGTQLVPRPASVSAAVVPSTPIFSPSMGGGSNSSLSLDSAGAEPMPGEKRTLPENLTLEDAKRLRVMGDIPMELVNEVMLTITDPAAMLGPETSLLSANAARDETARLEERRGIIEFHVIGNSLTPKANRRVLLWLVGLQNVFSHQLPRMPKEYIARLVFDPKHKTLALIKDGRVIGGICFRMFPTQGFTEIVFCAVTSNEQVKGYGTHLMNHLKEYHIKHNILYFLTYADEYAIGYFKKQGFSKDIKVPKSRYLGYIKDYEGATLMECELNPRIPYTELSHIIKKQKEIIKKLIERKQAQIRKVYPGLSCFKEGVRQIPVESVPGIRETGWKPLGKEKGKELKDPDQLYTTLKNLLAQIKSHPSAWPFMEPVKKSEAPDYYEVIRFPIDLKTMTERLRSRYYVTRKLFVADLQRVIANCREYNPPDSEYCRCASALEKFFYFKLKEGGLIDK
#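 ThioGlo1-coupled HAT assay: 20nM GCN5L2, 70uM acetyl-CoA, 75uM H3(1-25) peptide, pH 7.5. Fluorescence read at 340/540nm at start and after 20 min at room temperature.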
# FEN1 inhibitor – qHTS Assay for the Inhibitors of Human Flap endonuclease 1 (FEN1); Potency, µM (titrated, usually from 114 µM), for the others: at the top dose activity change, negative = inhibition, actives largely listed as inhibitors; P39748; 390,000 compounds, 0.35% hits; Recombinant FEN1 flap cleavage, fluorescence, 15 min; also: nearly all actives have a fitted effect of over 65% in size
#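 In this screen, 50 nM flap DNA substrate was added to 10 nM FEN1 pretreated with compound for 15 min at room temperature; cleavage was followed with reads at 0 and 15 min, and Hill fitting gave concentration–response parameters.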
# N370S GC – qHTS Assay for Inhibitors and Activators of N370S glucocerebrosidase as a Potential Chaperone Treatment of Gaucher Disease; Lysosomal acid glucosylceramidase (Homo sapiens), P04062; N370S GC spleen homogenate, 4MU-glucoside fluorescence; Potency, µM (doses to about 59.4 µM), without a hit: at the top dose activity change, negative = inhibition, usual class: inhibitors; 330,000 compounds, 0.092% hits; AID 2101, 2009;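 also: 0% = full enzyme activity and -100% = no enzyme basal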
# An asterisk follows results filed as active; ? = inconclusive; · = no result given; & = joins results of further samples; [ ] = dose if it differs, or a comment. Calls follow the shape of the dose curve; as a rule, active = well fitted curve in the direction sought with a large enough effect; inconclusive = small, poorly fitted or top-dose-only effect, or another doubt; inactive = no such curve, though single readings can be large; an effect the other way counts as inactive or inconclusive. Unless noted, % is scaled to controls: 0 for no effect and ±100 for the full control effect; potency is read from the fitted curve at half-maximal effect. Some of the compounds tested; count on the stated rates, not on these rows.
SMILES,GCN5L2 inh,FEN1 inhibitor,N370S GC
CCN(CC)CCCN=Cc1c(O)n(Cc2ccccc2)c(=O)c2ccccc12,-4%,-1%,8%
Cc1ccccc1C1c2[nH]c3ccccc3c2CCN1CCCn1cccn1 (stereo not drawn),-6%,-5%,-12%
Cc1nnc(N(C(=O)c2cnccn2)c2ccccc2)s1,0%,0%,1%
COc1ccc(S(=O)(=O)N2CCOC23CCN(S(=O)(=O)c2cccs2)CC3)cc1,-3%,-1%,-27%
Brc1ccc2c(c1)CN1CCCC1=N2,-3%,-1%,1%
CC(=O)Nc1ccc(NC(=O)COC(=O)Cc2cccs2)cc1,-5%[0.501 µM],4%,0%
COC(=O)CC[C@@H](C(=O)O)N1C(=O)c2ccccc2C1=O,?,1%,-4%
CN(C)Cc1ccccc1-c1cncnc1NC1CC1,-6%,·,0%
CC(=O)Oc1ccc2occ(-c3ccccc3)c2c1,-3%,5%,2%
COc1ccc(NS(=O)(=O)c2ccc(Oc3cccc(C(=O)O)c3)cc2)cc1,-6%,1%,-3%
Cc1cccc(NC(=O)c2ccc([N+](=O)[O-])cc2Cl)n1,0%,9%,1%
Cc1cccc(C(=O)NCc2cn3cccc(C)c3n2)c1,-6%,-4%,·
COc1ccc(-n2ncc3c(NCCCOC(C)C)ncnc32)cc1,-14%,-5%,·
C/C(N)=C(/C#N)C(=O)CSc1nnc(SCc2ccc(Cl)cc2)s1,-17%,8%&-7%,-6%
Cc1cccc([N+](=O)[O-])c1NC(=O)CSc1nnc2ccccn12,-15%,2%,·
COC(=O)C(CCSC)NC(=O)CNC(=O)C1CCCCC1 (stereo not drawn),·,-10%,7%
CN(C)S(=O)(=O)c1cccc(NC(=S)NCc2ccc3c(c2)OCO3)c1,-5%,8%,-1%
COc1cc(/C=C/C(=O)N2C(=O)c3cccc(N)c3C2=O)cc(OC)c1OC,?,19%,-4%
COCCNCCOCCOc1ccc(Cl)c(C)c1,-4%,1%,18%
O=C(NCc1ccccn1)[C@H]1C[C@@H]1[C@H](NP(=O)(c1ccccc1)c1ccccc1)c1ccccc1,2%,15%,2%&5%
COc1ccc(-c2csc(Nc3ccc(C)cn3)n2)cc1OC,-5%,-8%,-18%
CCOc1ccc2oc(C(=O)O)c(C)c2c1,-8%,13%,-9%
COc1ccc(C(=O)NC(CCSC)C(=O)N2CCCCCC2)cc1 (stereo not drawn),8%,13%,-4%
Cc1ccc2c(c1)cc1c(=O)n(CC(=O)NCc3ccco3)nc(C)n12,-1%,0%,·
Cc1c(Cl)cnc(NC(=O)COC(=O)c2ccc3c(c2)OCO3)c1Cl,-5%,40%[activator],17%
C/C(CC(=O)Nc1cc(Cl)ccc1Cl)=N\NC(=O)c1ccco1,-5%,12%,0%
CCn1nc(C)c(/C=N/NC(=O)Cn2nc(C)cc2C)c1C,-2%,4%,1%
CCN(CC)S(=O)(=O)c1ccc(N2CCOCC2)c(NC(=O)C2CCCO2)c1 (stereo not drawn),-12%,0%,20%
Cc1[nH]nc2c1C1(C(=O)N(Cc3ccc(Cl)cc3)c3ccccc31)C(C#N)=C(N)O2 (stereo not drawn),-3%,-3%,-20%
COC(=O)c1ccccc1NC(=S)N(C)C,-5%,5%,-14%
O=C(NC1CCCCC1)N1CCCC(c2nc(-c3cccs3)no2)C1 (stereo not drawn),3%,1%,-13%
Cc1cc(C(=O)C(=O)Nc2nnc(C(C)C)s2)c(C)n1-c1ccccc1,-3%,-8%,·
c1ccc(-c2nc(NC3CCCC3)c3ccccc3n2)cc1,-10%,-3%,16µM*
Cc1cccc(C)c1NC(=O)COC(=O)CCc1ccc(S(=O)(=O)N2CCCCC2)cc1,-4%,-5%,-2%
COc1cccc(-n2nc3c(-n4ncc(C#N)c4N)nnc(C)c3c2C)c1,-4%,3%,7%
CCOc1ccc(CCNc2ncnc3onc(-c4ccc(Cl)cc4)c23)cc1OCC,-2%,-8%,·
COC(=O)COc1ccc(S(=O)(=O)NCc2cccnc2)cc1C,0%,-5%,8%
S=c1[nH]ncn1NCc1ccc(Cl)cc1Cl,-1%,13%,-1%
O=C(Nc1ccc(Br)cn1)c1ccc([N+](=O)[O-])cc1Cl,-12%,12%,8%
C#CCOC(=O)C(NC(=O)c1ccccc1)=C(C)C,-11%[0.501 µM],6%,0%
COc1ccc(-n2sc3c(c2=S)-c2cc(OC)ccc2NC3(C)C)cc1,-7%,-16%,2%
COCC(=O)N/N=C/c1c(C)[nH]n(-c2ccccc2)c1=O,-10%,1%,9%
S=c1[nH]ccn1-c1c(Cl)cccc1Cl,-2%,12%,-4%
Cc1c(C(=O)N2CCN(c3cccc(Cl)c3)CC2)cccc1[N+](=O)[O-],-7%,-28%,10%
COc1ccc2cc(C(=O)N3CCCCCC3)sc(=O)c2c1OC,-2%,-5%,5%
Cc1ccc(S(=O)(=O)CCC(=O)Nc2ccccc2Br)cc1,-9%,-13%,-6%
Fc1cccc(/C=N/Nc2ncnc3nc[nH]c23)c1,-8%,-25%,?
Cc1cc(C)n(-c2nc3ccccc3nc2N2CCN(C(=O)c3ccc(Cl)cc3)CC2)n1,-6%,-9%,?
Cc1cc(Cl)ccc1NC(=O)CCC(=O)N/N=C/c1cccnc1,-7%,-2%,2%
COc1ccccc1CNC(=O)CCCN1C(=O)NC2(CCCC2)C1=O,-3%,2%,-2%
O=C(NC1(C(F)(F)F)C(=O)Nc2c1c(=O)[nH]c(=O)n2Cc1ccco1)C1CC1 (stereo not drawn),-4%,-6%,-5%
CS(=O)(=O)Nc1ccc(C(=O)CC(=O)Nc2ccc([N+](=O)[O-])cc2)cc1,?,2%,-10%
C[C@@H]1CN(S(=O)(=O)c2ccc3c(c2)OCCO3)CCN1S(=O)(=O)c1c(F)cccc1F,-16%,4%,·
Cc1ccc(C(=O)O)cc1NS(=O)(=O)c1ccc2ccccc2c1,-19%,1%,-10%
Cc1ccsc1C(=O)NNC(=O)c1csc(N2CCOCC2)n1,?,-3%,2%
Cc1cc(NC(=O)CCS(=O)(=O)c2nc(-c3ccccc3)cc(C(F)(F)F)n2)no1,-1%,0%,0%
COc1ccc(C2C(C(=O)N3CCOCC3)c3ccccc3C(=O)N2c2ccc(OC)cc2)cc1 (stereo not drawn),37%[activator],-3%,6%
O=C(C1CCC1)N1CCc2cc(S(=O)(=O)NCCc3ccccc3)ccc21,-1%,2%,·
Cc1csc(CNC(=O)C2CCC(=O)N(CCc3cccc(F)c3)C2)n1 (stereo not drawn),-8%,8%,-18%
Cc1ccc2occ(CC(=O)N(Cc3ccc(Cl)cc3)Cc3ccco3)c2c1,-8%,-13%,·
# (listing goes on)
SMILES,GCN5L2 inh,FEN1 inhibitor,N370S GC
CC1Cc2cc(S(=O)(=O)NCCC(=O)N(C)Cc3ccccc3)ccc2N1C(=O)C1CC1 (stereo not drawn),-5%,1%,0%
Cc1ccc(Cl)cc1-n1c(=O)cc(N2CCN(c3ccc(F)cc3)CC2)[nH]c1=O,-8%,1%,·
CCOc1ccccc1N1CCN(CC(=O)Nc2ncc(C)s2)CC1,-10%,1%,0%
O=C(CN1C(=O)c2ccccc2S1(=O)=O)NC1CCCCCC1,-2%,-4%,1%
Nc1nc(SCC(=O)NCc2ccc(F)cc2)[nH]c(=O)c1NC(=O)c1ccc(Cl)cc1,-2%,-17%,-4%
CCSc1nc(N2CCOCC2)c2ccccc2n1,-20%,-3%,8%
O=C(Nc1ccc(N2CCOCC2)cc1)c1ccc2nc(-c3ccco3)c(-c3ccco3)nc2c1,-3%,11%,4%
CCN(CC(=O)NCC(=O)Nc1ccc(Br)cc1C)Cc1ccccc1,-3%,6%,-4%
COC(=O)c1ccc(NC(=O)CN(C)Cc2cccc(F)c2)cc1,-4%,-5%,-13%
CCc1cccc(OCCn2ccnc2)c1,-3%,1%,5%
COC(=O)c1sc(-c2ccccc2)cc1NC(C)=O,-12%,-15%,-3%
Cc1c(OC(C)C(=O)NCc2cccnc2)ccc2c3c(c(=O)oc12)CCCC3 (stereo not drawn),-28%,-10%,0%
CSc1nsc(SCC(=O)NCc2ccccc2)n1,-9%,-1%,-6%
O=C(Cn1c(=O)oc2cccnc21)Nc1ccc(C(F)(F)F)cc1,0%,-2%,14%
CCOc1ccc(OC(=O)c2cccnc2)cc1,0%,7%,23%
CCOC(=O)C1CCCN(Cc2nc(N)nc(Nc3ccc(C)cc3)n2)C1 (stereo not drawn),-2%,-3%,-1%
CCc1ccc(C2C3=C(CCCC3=O)OC3=C2C(=O)CCC3)cc1,-4%,-13%,0%
COc1ccc2c(c1)c1nnc(SCC(=O)N3C(C)CCCC3C)nc1n2C (stereo not drawn),-1%,-13%,-20%
Cc1ccc(CN2CCc3nc(N4CCN(c5ccccc5F)CC4)ncc3C2)cc1C,4%,-5%,·
Cc1cccc(-c2nc3c4ccccc4n(CC(=O)Nc4cc(F)ccc4F)c(=O)n3n2)c1,-5%,-5%,·
CC(=O)NC(CC(=O)NCC(=O)Nc1ccc(F)c(F)c1)c1ccccc1 (stereo not drawn),-3%,7%,-4%
Cc1ccc(NC(=O)CCn2c(=O)c3cccn3c3ccccc32)cc1C,-6%&-13%,-19%&-15%,?
COc1cccc(C2CC(c3ccc(F)cc3)Nc3nc(N)nn32)c1 (stereo not drawn),-8%,21%,1%
C=CCn1cccc(C(=O)Nc2cc(OC)ccc2OC)c1=O,-9%,-7%,8%
COC(=O)[C@@]12CCCCN1[C@H](c1ccc(-c3ccc(Cl)c(Cl)c3)c(OC)c1)[C@H]1C(=O)N(C)C(=O)[C@H]12,-7%,-3%,·
CCc1nnc(SCc2cccc(F)c2)c2cc3sc(C)cc3n12,-11%,-18%,·
COC(=O)C1=C[C@@H](C(=O)OC)C2C3=C(C(=O)[C@@]2(C)NC(=O)c2ccccc2)[C@H](C)n2c(=O)n(C)c(=O)n2[C@@H]3C1 (stereo partly drawn),·,-3%,-1%
Cc1ccc(C(=O)C2=C(O)C(=O)N(c3ncccn3)C2c2ccc(Br)cc2)o1 (stereo not drawn),-8%,16%,5%
Cc1ccc(-n2c(Cc3cccn3C)nnc2SCC(=O)NCc2ccc3c(c2)OCO3)cc1,0%,-4%,-11%
COCCn1c(C)cc(C(=O)CSc2nc3ccccc3c(=O)n2Cc2ccco2)c1C,-6%,-2%,16%
Cn1c(Cc2ccccc2)nnc1SCC(=O)NC1CCCC1,-2%,0%,-5%
CCOc1ccc(OCCOc2cccc(C(F)(F)F)c2)cc1,-2%,0%,-12%
CCC(=O)Oc1ccc(-c2cnc3ccccc3n2)cc1,-3%,-17%,-19%
COC(=O)c1ccc(N2NC(=O)/C(=C/c3ccc(OC)c(OC)c3)C2=O)cc1,4%,2%,-2%
CN1CCN(C(=O)c2ccc(COc3ccc(C(C)(C)C)cc3)o2)CC1,?,0%,-3%[12.8 µM]
CNC(=O)COC(=O)/C=C/c1c(C)nn(-c2ccccc2)c1C,0%,-3%,2%

# Ordered by SMILES length (largest number first): part of the list above
SMILES,GCN5L2 inh,FEN1 inhibitor,N370S GC
COC(=O)C1=C[C@@H](C(=O)OC)C2C3=C(C(=O)[C@@]2(C)NC(=O)c2ccccc2)[C@H](C)n2c(=O)n(C)c(=O)n2[C@@H]3C1 (stereo partly drawn),·,-3%,-1%
COC(=O)[C@@]12CCCCN1[C@H](c1ccc(-c3ccc(Cl)c(Cl)c3)c(OC)c1)[C@H]1C(=O)N(C)C(=O)[C@H]12,-7%,-3%,·
Cc1cccc(-c2nc3c4ccccc4n(CC(=O)Nc4cc(F)ccc4F)c(=O)n3n2)c1,-5%,-5%,·
Cc1ccc(-n2c(Cc3cccn3C)nnc2SCC(=O)NCc2ccc3c(c2)OCO3)cc1,0%,-4%,-11%
COC(=O)c1ccc(N2NC(=O)/C(=C/c3ccc(OC)c(OC)c3)C2=O)cc1,4%,2%,-2%
COCCn1c(C)cc(C(=O)CSc2nc3ccccc3c(=O)n2Cc2ccco2)c1C,-6%,-2%,16%
CC(=O)NC(CC(=O)NCC(=O)Nc1ccc(F)c(F)c1)c1ccccc1 (stereo not drawn),-3%,7%,-4%
CN1CCN(C(=O)c2ccc(COc3ccc(C(C)(C)C)cc3)o2)CC1,?,0%,-3%[12.8 µM]
Cc1ccc(NC(=O)CCn2c(=O)c3cccn3c3ccccc32)cc1C,-6%&-13%,-19%&-15%,?
CNC(=O)COC(=O)/C=C/c1c(C)nn(-c2ccccc2)c1C,0%,-3%,2%
CCc1nnc(SCc2cccc(F)c2)c2cc3sc(C)cc3n12,-11%,-18%,·
C=CCn1cccc(C(=O)Nc2cc(OC)ccc2OC)c1=O,-9%,-7%,8%
CCOc1ccc(OCCOc2cccc(C(F)(F)F)c2)cc1,-2%,0%,-12%
Cn1c(Cc2ccccc2)nnc1SCC(=O)NC1CCCC1,-2%,0%,-5%

# (next part)
SMILES,GCN5L2 inh,FEN1 inhibitor,N370S GC
Cc1ccn(C(=O)c2cc3cc(Cl)ccc3oc2=O)n1,-13%,5%,-3%
CN(c1ccccc1)S(=O)(=O)c1cccc(C(=O)OCC(=O)Nc2ccc3[nH]c(=O)[nH]c3c2)c1,-3%,-2%,0%
O=c1[nH][nH]cc1C=Nc1ccccc1Cl,-4%,22%,1%
O=C(NC1C=CS(=O)(=O)C1)c1sc2ccccc2c1Cl (stereo not drawn),-1%,4%,?
